# H37Rv inhibition: M. tuberculosis growth inhibition, HTS (AID 449762). one-dose inhibition, % at 25 µM; IC50 in µM for titrated hits. 0.59% of 330,000 active. M. tuberculosis H37Rv growth inhibition, 7H9 media; higher % means a stronger effect; in the data active means a potency from the dose series; inconclusive means inhibition above about 70% without an active follow-up result;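 further: bacterial growth assessed after seven days of incubation; strong numbers were not always called active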
# tuberculosis growth: growth inhibition of non-replicating M. tuberculosis (AID 488890); Mycobacterium tuberculosis non-replicating, growth inhibition; higher % means a stronger effect; inhibition, % at 25 µM; hits with a dose series show IC50 in µM; 0.39% of 320,000 active; in the data active means a potency from the dose series; inconclusive means inhibition mostly from about 82% at the one dose, without a potency; inactive means the rest, 99 in 100 with inhibition below about 76%;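 further: plate controls were DMSO cells for no effect and high antibiotic wells for full effect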
# VEEV TC-83 Vero: inhibitors of VEEV TC-83 cytopathic effect, confirmation, Vero cells (AID 588727); Vero cells, VEEV TC-83 cytopathic effect inhibition; higher % means a stronger effect; one-dose inhibition, % at 20 µM; IC50 in µM for titrated hits; 0.13% of 350,000 active; in the data active means a potency from the dose series; inconclusive means inhibition mostly from about 14% at the one dose, without a potency; inactive means the rest, 99 in 100 with inhibition below about 12%; further: strong numbers were not always called active
# PhoP GFP inhibition: Inhibition of PhoP regulon, Salmonella typhi GFP reporter cells, confirmation, 4 h (AID 1850). Salmonella Typhi PhoP-promoter GFP reporter, fluorescence, 4 h; higher % means a stronger effect. inhibition, % at 50 µM; hits with a dose series show IC50 in µM. 0.33% of 310,000 active; in the data active means a potency from the dose series; inconclusive means inhibition mostly from about 25% at the one dose, without a potency; inactive means the rest, 99 in 100 with inhibition below about 19%;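 further: 0% = induced wells with vehicle and 100% = uninduced wells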
# influenza NS1A: NS1A inhibition, H1N1 influenza, cell based functional assay (AID 504329). NS1A functional cell-based assay, percent inhibition; higher % means a stronger effect. inhibition, % at 12.5 µM; hits with a dose series show IC50 in µM. 0.3% of 340,000 active; in the data active means a potency from the dose series; inconclusive means inhibition above about 27% without an active follow-up result; further: strong numbers were not always called active
# VEEV TC-83 Vero 10K pilot screen: further read-out of VEEV TC-83 Vero, marked with its call; inhibition, %; measured here: 10K pilot screen inhibition
# * = called active by the depositor; i = inactive; ? = inconclusive; . = no result given.
SMILES,H37Rv inhibition,tuberculosis growth,VEEV TC-83 Vero,PhoP GFP inhibition,influenza NS1A,others
CN(C)c1ccc(C(C(=O)NCC2CCCO2)N(Cc2ccccc2)C(=O)c2snc(C(N)=O)c2N)cc1 (stereo not drawn),5%,19%,9.9%,1%,6%,
O=C(COC(=O)Cc1cccc(C(F)(F)F)c1)Nc1cccc2ccccc12,4%,4%,0.2%,-7%,-3%,
Cc1cccc(NC(=O)c2nc[nH]c2C(=O)NCCCNC(=O)c2[nH]cnc2C(=O)Nc2cccc(C)c2)c1,1%,-13%,8.5%,.,2%,
CCOC(=O)c1c(NC(=O)c2cccs2)sc2c1CCCC2,-2%,-4%,i,-7%,-5%,
CC(=O)c1cccc(Nc2nc(-c3ccccc3)nc3ccccc23)c1,7%,2%,9.6%,17%,-14%,
CC(=O)CSc1nnc(-c2ccc3c(c2)OCO3)o1,-5%,76%,1.0%,1%,-1%,
Cc1ccc(/C=N/n2c(=O)c(C(C)(C)C)nn3cnnc23)cc1,3%,30%,0.2%,2%,4%,
O=C(Nc1ccccc1C(=O)N1CCOCC1)C1CCC(=O)N1C1CCCC1 (stereo not drawn),-7%,-3%,1.4%,-1%,-2%,
Cc1ccc(C2C3=C(CCCC3=O)Nc3nc(SCC(=O)NCc4ccco4)[nH]c(=O)c32)cc1 (stereo not drawn),7%,6%,2.4%,-4%,2%,
COc1cc2c(cc1OC)C(C(=O)NCCN(C)C)C(c1cccs1)N(C)C2=O (stereo not drawn),-3%,0%,1.9%,1%,7%,
CC(OC(=O)c1ccc2ccccc2n1)C(=O)Nc1ccc(N2CCOCC2)cc1 (stereo not drawn),1%,4%,1.4%,3%,1%,
Cc1ccc(C(=O)NCC(=O)Nc2ccc(S(=O)(=O)Nc3cc(C)nc(C)n3)cc2)cc1,25%,40%,1.8%,.,-4%,
CC1CC(C)(C)NC(=S)N1CCCC(=O)Nc1ccc(F)c(F)c1 (stereo not drawn),2%,17%,0.4%,-7%,-6%,
O=C(CN1CCOCC1)N1c2ccccc2Sc2ccccc21,-1%,-10%,i,-1%,-9%,
O=C(O)c1ccccc1/C=N/NC(=S)NCc1ccccc1,-14%,-10%,1.4%,7%,-20%,
O=S(=O)(Nc1cccc(-n2cnnn2)c1)c1ccc(Cl)cc1,5%,21%,3.2%,13%,-5%,
CS(=O)(=O)N1CCCC(C(=O)NCCCN2CCOCC2)C1 (stereo not drawn),-5%,-16%,i,10%,-2%,
O=C(NCc1ccccc1)/C(=C/c1ccc(OC(F)F)cc1)c1ccccc1,2%,20%,0.8%,-11%,-15%,
Cc1csc(N/N=C/c2ccccc2F)n1,1%,13%,2.8%,-5%,6%,
CCCCN(C(=O)c1oc2ccc(OCC)cc2c1C)c1c(N)n(CC(C)C)c(=O)[nH]c1=O,-5%,6%,2.3%,2%,-10%,
CCOc1ccc(C(=O)NCC(=O)OCc2c(F)cccc2Cl)cc1OCC,3%,-17%,1.2%,-10%,-7%,
CC(C)CCN1CCN(Cc2cccc3nonc23)CC1CCO (stereo not drawn),5%,9%,0.1%,4%,12%,
C/C(=N\NC(=O)c1ccoc1C)c1ccccc1,2%,10%,0.0%,0%,.,
CN(CC(=O)Nc1ccccc1[N+](=O)[O-])Cc1ccc(Br)cc1,57%,37%,3.8%,0%,5%,
COc1ccc(Cc2nc(-c3ccc(-n4cccc4)cc3)no2)cc1,2%,23%,i,4%,4%,
COC(=O)CNC(=O)COC(=O)C(Cc1ccccc1)NC(=O)c1ccco1 (stereo not drawn),3%,-9%,0.3%,-12%,-2%,
CCOC(=O)CC(=O)CSc1nc2ccccc2c(=O)n1-c1ccc(C(=O)NCCOC)cc1,0%,10%,1.1%,5%,-8%,
COc1cccc(NC(=O)CNCc2ccccc2)c1,-1%,23%,i,17%,-5%,
CSc1cccc(NC(=O)c2ccc(NC3=NC4CS(=O)(=O)CC4S3)cc2)c1 (stereo not drawn),-3%,-22%,8.8%,-1%,-6%,
CC(=O)N1CCC2(CC1)C(C#N)=C(N)Oc1c2sc2nc(C)cc(C)c12,-9%,1%,6.2%,-1%,10%,
O=C1Nc2ccccc2SC1c1ccccc1Cl (stereo not drawn),.,.,i,.,-15%,
O=C(c1ccco1)N1CCN(S(=O)(=O)N2CCOCC2)CC1,-1%,-8%,i,-5%,1%,
N#CCOc1ccccc1P(=O)(c1ccccc1)c1ccccc1,5%,-5%,i,-6%,-9%,
O=C1/C(=C/c2cccnc2)SC(=S)N1c1ccccc1,-2%,17%,3.8%,-2%,-8%,
CCCCSC(=O)Nc1ccccc1,0%,62%,0.1%,3%,13%,
Cc1[nH]n(-c2nc(-c3ccccc3)cc(=O)[nH]2)c(=O)c1CCO,0%,-7%,i,-12%,-7%,

# As a working copy, two of the compounds above:
SMILES,H37Rv inhibition,tuberculosis growth,VEEV TC-83 Vero,PhoP GFP inhibition,influenza NS1A,others
COc1cccc(NC(=O)CNCc2ccccc2)c1,-1%,23%,i,17%,-5%,
CSc1cccc(NC(=O)c2ccc(NC3=NC4CS(=O)(=O)CC4S3)cc2)c1 (stereo not drawn),-3%,-22%,8.8%,-1%,-6%,

# Further records.
SMILES,H37Rv inhibition,tuberculosis growth,VEEV TC-83 Vero,PhoP GFP inhibition,influenza NS1A,others
COc1ccc(C)cc1NC(=O)c1ccc2c(=O)n3c(nc2c1)CCCCC3,7%,60%,6.6%,3%,4%,
CCc1nnc(SCC(=O)Nc2ccc3c(c2)OCO3)n1CC,-5%,-12%,1.6%,0%,-9%,
O=C(NCCc1ccccc1)C(c1cccs1)N(C(=O)CCl)c1ccc(Cl)cc1 (stereo not drawn),10%,?,i,-2%,-1%,
O=C(NCc1cccnc1)c1cccc(S(=O)(=O)Nc2ccc(F)cc2)c1,.,.,2.5%,.,1%,
C=CCNC(=S)Nc1ccc2cn[nH]c2c1,-1%,15%,0.9%,-1%,15%,
CCCOc1ccc(Oc2nc(-c3ccncc3)nc3ccccc23)cc1,6%,13%,28%,10%,3%,
O=C(NCc1ccccc1)C1CCCN1S(=O)(=O)c1ccc(F)cc1 (stereo not drawn),0%,12%,i,-5%,-12%,
CCN1CCN(Cc2ccc(NC(=O)c3ccc(C)c(NC(=O)C[C@@H]4NC(=O)[C@H](Cc5ccccc5)NC4=O)c3)cc2C(F)(F)F)CC1,-7%,7%,0.4%,-5%,-1%,
COc1ccc(CN2CCNC(=O)C2CC(=O)NCCSc2nccn2C)c(OC)c1 (stereo not drawn),-5%,8%,0.9%,-3%,2%,
Cc1ccc(C(=O)NNC(=O)CCN2C(=O)C3CCCCC3C2=O)cc1 (stereo not drawn),-1%,-24%,0.3%,-7%,-6%,
Cc1[nH]c(C)c(S(=O)(=O)Nc2cccc(Cl)c2C)c1C(=O)N1CCCCC1,-3%,11%,i,2%,1%,
O=C(O)c1ccc(CN(Cc2ccccc2)S(=O)(=O)c2ccc(Cl)cc2)cc1,9%,1%,1.0%,-11%,-15%,
CC(NC(=O)c1ccccc1)c1nnc(SCC(=O)NC2CCCC2)n1C (stereo not drawn),-4%,-9%,i,-7%,-25%,
Cc1ccc(S(=O)(=O)N(C)C(=O)NC(=O)NS(=O)(=O)c2ccccc2)cc1,-3%,-6%,0.8%,-6%,-7%,
CCC(c1nnnn1Cc1ccco1)N(CCc1ccccc1)Cc1cc2ccc(OC)cc2[nH]c1=O (stereo not drawn),12%,60%,7.4%,0%,6%,
CCCCN(CCCC)C(=O)C1(P(=O)(c2ccccc2)c2ccccc2)CCC1,5%,4%,i,-1%,3%,
COc1cc(C(=O)NCC(=O)N/N=C(C)\C=C\c2ccccc2)cc(OC)c1OC,-3%,-6%,6.0%,4%,-6%,
COc1cccc(/C=c2/s/c(=C(\C#N)C(=O)N3CCOCC3)n(-c3ccccc3)c2=O)c1,-3%,1%,4.1%,-3%,1%,
O=C(/C=C/c1ccccc1)N1CCN(CC(O)COc2ccccc2)CC1 (stereo not drawn),-2%,-3%,2.8%,3%,10%,
CC1(C)CC(=O)C(C=NCCCN2CCOCC2)=C(O)C1,-9%,-4%,0.1%,-3%,12%,
CCN1CCN(C(c2cc3cc4c(cc3[nH]c2=O)OCO4)c2nnnn2C(C)(C)CC)CC1 (stereo not drawn),1%,10%,i,-13%,-5%,
CCOC(=O)/C(C#N)=C\C1=C(N2CCCC2)CC(C)(CC)OC1 (stereo not drawn),2%,9%,1.5%,5%,-22%,
O=C(Nc1ccccc1)OCCNC(=O)c1ccccc1,1%,7%,4.8%,9%,0%,
Cn1c(NC(=O)c2cccs2)cc(=O)n(C)c1=O,-5%,.,0.6%,-5%,-1%,
COc1cc(C(=O)NC2=NCCS2)cc(OC)c1OC,8%,2%,4.6%,6%,0%,VEEV TC-83 Vero 10K pilot screen=0.6
CCCC(C)C(=O)OCC(=O)NCc1ccc(OC)c(OC)c1 (stereo not drawn),-3%,2%,1.4%,-5%,-7%,
COc1ccc(CC(C#N)(CO)c2nc3ccccc3[nH]2)cc1 (stereo not drawn),5%,-7%,11%,2%,1%,
CC(C)c1ccc(N(CCc2ccccn2)C(=O)C(C)(C)C)cc1,6%,18%,i,3%,9%,
CN=c1scc(-c2ccccc2Br)n1/N=C/c1ccc[nH]1,50µM*,8%,.,6%,.,
CCOc1ccc(NC(=O)CN(C)C(=O)C(C)N2C(=O)c3ccccc3C2=O)cc1OCC (stereo not drawn),-1%,4%,1.5%,.,-10%,
COc1ccc(CC(=O)n2nc(-c3ccccc3)nc2NCc2ccco2)cc1,6%,-5%,3.5%,-11%,-1%,
Cc1ccc(C)c(NC(=S)NCC(c2ccccc2)N(C)C)c1 (stereo not drawn),-3%,10%,0.6%,-21%,-5%,
COc1cccc(CN(C(=O)c2cc3ccccc3oc2=O)C2CCS(=O)(=O)C2)c1 (stereo not drawn),0%,-13%,0.4%,-6%,4%,
CCOC(=O)Cc1csc(Nc2ccc(Cl)cc2)n1,6%,?,1.2%,5%,1%,
CCn1c(CC(=O)Nc2ccc(C)cc2)nnc1SCC(=O)N1CCN(c2ccccc2)CC1,8%,21%,1.9%,9%,1%,
COCC(=O)N(C)c1nnc(-c2cnccn2)s1,1%,.,1.0%,-3%,6%,
Cc1ccc(OC(F)F)c(N2C(=O)C3C4CCC(O4)C3C2=O)c1 (stereo not drawn),1%,-6%,0.6%,.,-3%,
CCOc1ccc(NC(=O)COc2ccc(C(=O)NCc3cccnc3)cc2OC)cc1,29%,-3%,1.1%,2%,1%,
COc1ccc(CCNC(=O)CCN2C(=O)[C@@H]3Cc4ccccc4CN3C2=O)cc1OC,-1%,1%,3.0%,1%,-18%,
CC(=O)NS(=O)(=O)c1ccc(NC(=O)COc2cccc3c2OC(C)(C)C3)cc1,-1%,-15%,3.4%,3%,-8%,
COc1cccc(CN2CCN(C(=O)C3CCC(=O)N(C4CCCC4)C3)CC2)c1 (stereo not drawn),-7%,-3%,i,-8%,4%,
COc1cccc(C(=O)NC(=O)Nc2cc(C)[nH]n2)c1,8%,-3%,0.7%,5%,-2%,
Cn1c(=O)n(Cc2ccc(Cl)cc2)c2ccccc21,1%,0%,i,-3%,-4%,
Cc1cc(Cl)cc(Br)c1OCCCN1C(=O)NC(C)(C)C1=O,1%,11%,i,-9%,-5%,VEEV TC-83 Vero 10K pilot screen=1.3
CNCc1ccccc1OCC(=O)Nc1ccccc1OC,1%,1%,i,-11%,1%,VEEV TC-83 Vero 10K pilot screen=0.2
COc1ccc(S(=O)(=O)CCC(=O)N2CCN(c3cccc(Cl)c3)CC2)cc1,3%,19%,1.4%,-2%,7%,
Cc1cccc(NCc2ccc([N+](=O)[O-])s2)c1,2%,i,1.5%,-4%,-6%,

# 7 structures out of the list, arranged by molecular weight, low to high.
SMILES,H37Rv inhibition,tuberculosis growth,VEEV TC-83 Vero,PhoP GFP inhibition,influenza NS1A,others
CCCCSC(=O)Nc1ccccc1,0%,62%,0.1%,3%,13%,
COc1cccc(C(=O)NC(=O)Nc2cc(C)[nH]n2)c1,8%,-3%,0.7%,5%,-2%,
CCOC(=O)Cc1csc(Nc2ccc(Cl)cc2)n1,6%,?,1.2%,5%,1%,
Cc1ccc(OC(F)F)c(N2C(=O)C3C4CCC(O4)C3C2=O)c1 (stereo not drawn),1%,-6%,0.6%,.,-3%,
CCOC(=O)c1c(NC(=O)c2cccs2)sc2c1CCCC2,-2%,-4%,i,-7%,-5%,
CC(=O)NS(=O)(=O)c1ccc(NC(=O)COc2cccc3c2OC(C)(C)C3)cc1,-1%,-15%,3.4%,3%,-8%,
Cc1ccc(C(=O)NCC(=O)Nc2ccc(S(=O)(=O)Nc3cc(C)nc(C)n3)cc2)cc1,25%,40%,1.8%,.,-4%,
